CHT inh – human CHT choline transport inhibition; Q9GZV3; hit rate 0.86% among 310,000; AID 488975; CHT-expressing cells, membrane potential dye, choline response; hits give low values; B-score at 10 µM;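 active means B-score over 3 SD under the library average, and starting fluorescence ratio not unusually high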;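 further: choline stimulus applied at its EC90 after an EC20 pre-addition; B-score computed on integrated fluorescence ratio after choline addition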
Target sequence (Q9GZV3 whole entry, looked up): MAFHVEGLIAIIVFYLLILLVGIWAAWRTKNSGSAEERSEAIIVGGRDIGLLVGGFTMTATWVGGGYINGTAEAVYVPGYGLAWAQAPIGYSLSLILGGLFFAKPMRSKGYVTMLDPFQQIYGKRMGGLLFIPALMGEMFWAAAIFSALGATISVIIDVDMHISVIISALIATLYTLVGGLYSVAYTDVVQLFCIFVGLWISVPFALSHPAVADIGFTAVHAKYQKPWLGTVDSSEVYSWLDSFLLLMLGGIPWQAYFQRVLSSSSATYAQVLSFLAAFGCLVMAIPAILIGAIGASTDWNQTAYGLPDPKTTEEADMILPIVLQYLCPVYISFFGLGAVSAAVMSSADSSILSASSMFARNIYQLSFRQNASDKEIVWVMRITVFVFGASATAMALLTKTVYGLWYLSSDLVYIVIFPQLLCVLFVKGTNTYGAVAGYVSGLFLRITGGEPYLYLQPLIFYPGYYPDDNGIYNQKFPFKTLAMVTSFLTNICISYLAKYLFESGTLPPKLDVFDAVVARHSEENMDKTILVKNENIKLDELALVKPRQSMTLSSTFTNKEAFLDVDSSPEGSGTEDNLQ
CHT PAM – human CHT allosteric activation; CHT-expressing cells, membrane potential dye, choline EC20; hits give high values; LV-AA mutant CHT in HEK293 cells; hit rate 0.49% among 310,000; AID 488977; B-score at 10 µM; Q9GZV3;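 active means initial fluorescence not abnormally high and integrated response B-score, plate-corrected, over 3 SD above library mean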
STK33 kinase inh – inhibitors of human STK33 kinase | AID 2661 | hit rate 0.073% among 320,000 | purified STK33, MBP phosphorylation, ADP-Glo luminescence | inhibition, % at 10 µM | Q9BYT3;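 active means inhibition at or above 25%, using the most active replicate where run in duplicate; inactive means inhibition below 25%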
Target sequence (Q9BYT3 whole entry, looked up): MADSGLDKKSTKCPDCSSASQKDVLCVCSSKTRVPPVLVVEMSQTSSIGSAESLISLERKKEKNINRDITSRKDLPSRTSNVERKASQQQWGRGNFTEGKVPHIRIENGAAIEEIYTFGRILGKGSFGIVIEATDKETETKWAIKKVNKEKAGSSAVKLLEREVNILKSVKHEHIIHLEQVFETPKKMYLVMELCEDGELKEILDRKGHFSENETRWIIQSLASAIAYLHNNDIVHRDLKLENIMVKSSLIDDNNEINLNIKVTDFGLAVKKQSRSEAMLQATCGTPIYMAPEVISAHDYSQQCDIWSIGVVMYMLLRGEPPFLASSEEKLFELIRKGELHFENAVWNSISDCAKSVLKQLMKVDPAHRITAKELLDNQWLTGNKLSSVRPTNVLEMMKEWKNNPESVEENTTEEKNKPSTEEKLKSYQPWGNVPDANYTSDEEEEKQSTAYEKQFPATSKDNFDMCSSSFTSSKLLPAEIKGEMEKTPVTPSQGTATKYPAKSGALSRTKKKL
* hit, by the source's call; i = inactive; . = no result given.

SMILES	CHT inh	CHT PAM	STK33 kinase inh
CC(=O)SC1CC(=O)N(c2ccc(C(C)(C)C)cc2)C1=O (stereo not drawn)	i	i	-2.2
CCCn1nc(CC(=O)OCC)c2ccccc2c1=O	i	i	-0.9
COc1ccc(CCn2c(=N)c(C(=O)NC3CCCC3)cc3c(=O)n4ccccc4nc32)cc1OC	i	i	1.6
CCNc1ccc(S(=O)(=O)NCCN(C)C)cc1[N+](=O)[O-]	i	i	-0.6
Fc1ccccc1NC(=S)N(CCN1CCCCC1)Cc1ccco1	i	i	-1.0
CC1(C)Cc2ccccc2C(/C(=N\Nc2cccc(Cl)c2)C(N)=O)=N1	i	i	3.2
CC(=O)c1cccc(OCc2cc(C(=O)N3C[C@H]4CC[C@H]3C4)no2)c1	i	i	.
O=C(COc1ccccc1)NCC(=O)N/N=C/c1ccc(Cl)cc1	i	i	-0.1
COc1ccc(OC)c(C2Nc3ccccc3NC3=C2C(=O)CC(C)(C)C3)c1 (stereo not drawn)	i	i	-0.4
O=C(CCS(=O)(=O)c1cc2c(cc1Cl)NC(=O)CO2)NCc1ccccc1	i	i	0.4
CCCNC(=O)NC(=O)CSc1ncc(C(F)(F)F)cc1Cl	i	i	-2.5
Nc1c(C(=O)NCC2CCCO2)c2nc3ccccc3nc2n1-c1ccccc1 (stereo not drawn)	i	i	0.4
COc1cc(/C=C2\SC(=S)NC2=O)ccc1OS(=O)(=O)c1ccccc1	i	i	2.0
CCN(CC)S(=O)(=O)c1ccc(C)c(NC(=O)CSc2nc3ccccc3[nH]2)c1	i	i	-1.4
CC(C)C(NC(=O)c1ccco1)C(=O)OCC(=O)Nc1ccc(C(N)=O)cc1 (stereo not drawn)	i	i	-1.2
CC(C)Oc1ccc(CN2CCCC(CO)(Cc3ccc(F)cc3)C2)cc1 (stereo not drawn)	i	i	-0.6
C=CCOC(=O)C1=C[C@H](c2csc3ccccc23)C[C@H](OCc2ccc(CO)cc2)O1	i	i	-0.5
C=CCNc1nc(SCC=C)nc2ccsc12	-8.4*	i	-0.4
C/C(=N\OC(=O)c1ccc(Cl)cc1)c1sc(-c2ccccc2)nc1C	i	i	-1.1
O=Cc1c(N2CCCCCC2)nc2ccccn2c1=O	i	i	-1.0
CCOc1ccc(N(CC(=O)NCc2ccco2)S(=O)(=O)c2ccc(OC)c(OC)c2)cc1	i	i	-2.1
CCCCOc1ccc(C(=O)NCC(=O)N2CC=C(c3ccccc3)CC2)cc1	i	i	-0.2
Cc1cc(C)nc(SCC(N)=O)n1	i	i	0.0
CN1CCN(C(=O)c2ccccc2NC(=O)c2ccc(C(C)(C)C)cc2)CC1	i	i	-4.2
COc1ccc(Cl)cc1CSc1n[nH]c(C)n1	i	i	-0.9
Cc1cc(NC(=O)Nc2cc(Cl)sc2Cl)no1	i	i	-0.1
O=C(CC1CCCCC1)NCc1ccc(Cl)cc1	i	i	.
C/C=C/C=N/NC(=O)CN(c1ccc(Br)cc1)S(=O)(=O)c1ccccc1	i	i	0.1
CC1(C)CC(=O)N(c2cccc(Cl)c2)C(=O)C1	i	i	-1.6
O=C(O)/C=C/C(=O)Nc1ccc(S(=O)(=O)N2CCCC2)cc1	i	i	-0.2
Cc1ccc(NC(=S)NC2CC3CCC(C2)N3Cc2ccco2)cc1C (stereo not drawn)	i	i	-1.5
NC(=O)C1CCN(CCC(=O)Nc2ccc(Br)cc2)CC1	i	i	0.9
CS(=O)(=O)c1ccc(NC(=O)CCN2C(=O)C3CCCCC3C2=O)cc1 (stereo not drawn)	i	i	-0.3
C=CCOC(=O)C1=C(C)NC(C)=C(C(=O)OCC=C)C1c1ccc(C)o1	i	i	0.0
O=C(NCCCN1CCOCC1)c1ccccc1NS(=O)(=O)c1ccc(Br)cc1	i	i	0.6
COC(=O)CCc1c(C)c(C(=O)c2ccco2)c2ccccn12	i	i	0.9
CCOc1ccccc1NC(=O)C1CCCN(S(=O)(=O)c2cccc3cccnc23)C1 (stereo not drawn)	i	i	-0.2
Cn1c(=O)c(Nc2ccc(O)cc2)c2c3c(cccc31)C(=O)c1ccccc1-2	-16*	i	2.2
CC1c2nc3ccccc3n2C(CC(=O)NC2CC2)C(=O)N1Cc1ccccc1 (stereo not drawn)	i	i	-0.7
O=C(CN1C(=O)c2ccccc2S1(=O)=O)N1CCN(c2cccc(Cl)c2)CC1	i	i	-0.6
O=C(CNS(=O)(=O)c1ccccc1)OCC(=O)c1ccc(OC(=O)c2ccccc2)cc1	i	i	-1.1
Cc1ccccc1OCc1nc2ccccc2c(=O)n1N	i	i	1.9
Cc1ccc(C(=O)N/N=C\c2ccc3c(c2)OCO3)cn1	i	i	-1.7
CC(C)CC(=O)Nc1nc2ccc(S(=O)(=O)N3CCOCC3)cc2s1	i	i	0.5
COc1ccc(CN2C(=O)c3cccnc3C2=O)cc1S(=O)(=O)N1CCOc2ccc(C)cc21	i	i	2.7
CC(C)c1ccc(NC(=O)c2ccc(NC3=NC4CS(=O)(=O)CC4S3)cc2)cc1 (stereo not drawn)	i	i	-1.8
CCN(CC)C(=O)CSc1nc(O)cc(=O)n1-c1ccccc1OC	i	i	1.6
CCCn1c(=O)c2ccccc2n2c(SCC(=O)/C(C#N)=C(\C)N)nnc12	i	i	-1.2
CCOC(=O)N1CCN(C(=O)C(NS(=O)(=O)c2cccc3nsnc23)c2ccccc2)CC1 (stereo not drawn)	i	i	0.6
CC(C)(C)NC(=O)CN(C(=O)CSc1nnc(COc2ccccc2)o1)c1cccc(F)c1	i	i	-1.0
COc1ccc(CCNC(=O)c2sc(=S)n(C)c2N)cc1	i	i	-1.8
CCOc1ccc(Oc2cc(C)nc(SC)n2)nn1	i	i	-1.5
Cc1c(C(=O)NCc2ccc3c(c2)OCO3)sc2nc(-c3ccccc3)cn12	i	i	-1.7
COc1ccccc1N1CCN(CCCCCCOc2ccc(F)cc2)CC1	i	i	-0.8
CC(=O)OC(C(=O)NCc1ccco1)c1cccnc1 (stereo not drawn)	i	i	-2.0
Cc1noc(C)c1COc1ccc(C(=O)Nc2ccccc2)cc1	i	i	-1.6
COC(=O)c1ccc(NC(=O)Nc2ccccc2F)cc1	i	i	1.1
Cc1nc2ccccc2c(=O)n1NC(=O)c1ccc(Cl)cc1	i	i	-1.2
O=C(CC12CC3CC(CC(C3)C1)C2)NC(=S)Nc1ccc(CN2CCOCC2)cc1	i	i	0.8
COC(=O)c1ccc(CSc2nnc3sc4ccccc4n23)o1	i	i	-1.6

Part of the list above, with each value named:
> CCCn1c(=O)c2ccccc2n2c(SCC(=O)/C(C#N)=C(\C)N)nnc12
- CHT inh = i
- CHT PAM = i
- STK33 kinase inh = -1.2

> CCOC(=O)N1CCN(C(=O)C(NS(=O)(=O)c2cccc3nsnc23)c2ccccc2)CC1 (stereo not drawn)
- CHT inh = i
- CHT PAM = i
- STK33 kinase inh = 0.6

Carrying on.
SMILES	CHT inh	CHT PAM	STK33 kinase inh
O=C(CCC(=O)N1CCN(Cc2ccc(F)cc2)CC1)Nc1nnc(C2CCCCC2)s1	i	i	-1.5
CC(C)c1nc2ccccc2n1CC(O)COC1CCCCC1 (stereo not drawn)	i	i	-0.3
C=CCN(CC=C)Cc1c(C)[nH]c2ccc(C(=O)OCC)cc2c1=O	i	i	1.2
Cc1ccc2cc(CN(Cc3ccco3)C(=O)c3ccccc3)c(=O)[nH]c2c1C	i	i	-1.5
O=C(CC1CCCCC1)NCc1cn2ccsc2n1	i	i	-0.8
O=Cc1ccc(N2CCCCCC2)cc1	i	i	-0.5
CC1CCC(NC(=O)C2CCC(CNS(=O)(=O)c3ccccc3)CC2)CC1 (stereo not drawn)	i	i	-0.6
CCC(=O)N(CCC(c1ccc(C)cc1)c1ccco1)Cc1ccco1 (stereo not drawn)	i	8.7*	-1.7
Cc1ccc(S(=O)(=O)N(CC(=O)Nc2ccccc2C(=O)O)c2ccccc2C)cc1	i	i	-2.2
O=C(COC(=O)c1ccccn1)NCc1cccs1	i	i	-1.2
CCOC(=O)CNS(=O)(=O)CCN1C(=O)c2ccccc2C1=O	i	i	1.3
Cc1cc(/C=N/n2cnnc2)c(C)n1-c1ccc(OCc2ccc(Cl)cc2Cl)cc1	i	i	-1.1
COc1cccc(/C=C/C(=O)Nc2cccc(C(C)=O)c2)c1OC	i	i	-0.1
Cc1cc2c(cc1S(=O)(=O)N1CCN(c3ccccc3)CC1)OCCN2C	i	i	-1.0
COCCN(CCOC)S(=O)(=O)c1ccc(C(=O)Nc2ccc(S(=O)(=O)Nc3nccc(C)n3)cc2)cc1	i	i	-2.1
Cc1cc(C)n(-c2ncnc3ccccc23)n1	i	i	0.9
Cc1cc[n+](CC(=O)c2ccc(NC(=O)c3ccccc3)cc2)cc1	i	i	1.2
CCN(CC)CCOCCOC(=O)C1(c2ccccc2)CCCC1	i	i	-2.0
CCOC(=O)c1[nH]c(COC(=O)C2CC(=O)N(Cc3ccccc3)C2)c(C(=O)OCC)c1C (stereo not drawn)	i	i	-0.7
Cc1ccc(/C=C2\CC(C)CC3=C2NC(=S)NC3c2ccc(C)cc2)cc1 (stereo not drawn)	i	i	0.5
COc1ccc(OCC(=O)N/N=C/c2ccc(O[C@@H]3O[C@H](CO)[C@@H](O)[C@H](O)[C@H]3O)cc2)cc1	i	i	-1.3
Cc1noc(C)c1COc1ccc(C(=O)OCC(=O)N2CC(=O)Nc3ccccc32)cc1	i	i	2.2
COC(=O)c1ccc(NC(=S)NCCC2=CCCCC2)cc1	i	i	0.1
Cn1c(=O)cc(OCC(=O)NCc2ccccn2)c2ccccc21	i	i	-2.7
CCCn1c(COc2ccc(C(=O)O)cc2)nc2ccccc21	i	i	-0.9
COc1ccc(NC(=O)NN2CCN(C)CC2)cc1OC	i	i	-1.6
O=C(CNS(=O)(=O)c1ccccc1)OCC(=O)c1ccc(Br)cc1	i	i	-0.2
COc1ccc(-n2nc3c(=O)[nH][nH]c3cc2=O)cc1	i	i	0.9
CCCNC(=O)CN1C(=O)NC2(CCCc3cc(OC)ccc32)C1=O (stereo not drawn)	i	i	-3.3
CCN1c2ccccc2S(=O)(=O)c2ccccc21	i	i	-0.3
COc1ccc2nc(NC(=O)CSc3nc(C)cc(C)n3)sc2c1	i	i	-0.4
NC(=O)c1ccc(OCC(F)(F)C(F)(F)C(F)(F)C(F)(F)C(F)(F)C(F)F)cc1	i	i	-2.6
CC1CCCC(NC(=O)c2cn(C)c3ccc(S(=O)(=O)N4CCCC4)cc3c2=O)C1C (stereo not drawn)	i	i	4.0
CCS(=O)(=O)c1ccc2oc(SCC(=O)c3ccco3)nc2c1	i	i	-0.3
Clc1ccc(C2=NN(c3ccccc3)C(c3ccco3)C2)cc1 (stereo not drawn)	i	i	-0.4
Cc1cccc(N2CCN(S(=O)(=O)c3ccc4[nH]c(=O)ccc4c3)CC2)c1C	i	i	-0.7
Cc1ccccc1-c1nc(CN2CCCC(C(=O)NCc3cccnc3)C2)c(C)o1 (stereo not drawn)	i	i	-1.1
Cc1occc1-c1nnc(SCC(=O)c2ccc(F)cc2)o1	i	i	-0.1
Cc1ccc(NC(=O)c2ccco2)c(NC(=O)c2ccccc2C)c1	i	i	-0.3
Cc1ccc(S(=O)(=O)c2c(C)cc(C)nc2Cl)cc1	i	i	-0.6
COc1ccc(N(S(=O)(=O)c2ccccc2)S(=O)(=O)c2ccccc2)c(N)c1	i	i	1.6
O=c1[nH]c(C2CCCN(S(=O)(=O)c3ccccc3)C2)nc2c1nnn2Cc1ccccc1F (stereo not drawn)	i	i	-1.0
c1ccc(-c2nnc(OCc3cccnc3)c3ccccc23)cc1	i	i	0.4
CCCNC(=O)c1n[nH]c2c1CC(C(C)(C)CC)CC2 (stereo not drawn)	i	i	1.6
O=C(C(c1ccccc1)c1ccccc1)N1CCN(Cc2ccco2)CC1	i	i	-0.5
CCc1ccc2[nH]c(=O)c(C(c3nnnn3CCOC)N3CCN(c4ccccc4)CC3)cc2c1 (stereo not drawn)	i	i	1.8
Cc1c(C(=O)OCC(C)C)[nH]c2c1C(=O)CC(c1cccs1)C2 (stereo not drawn)	i	i	-1.1
O=S(=O)(c1cccc(S(=O)(=O)N2CCN(c3ncccn3)CC2)c1)N1CCOCC1	i	i	-1.5
CCOC(=O)CC1=C(C(=O)OCC)C(c2cccs2)C(C#N)=C(N)O1 (stereo not drawn)	-5.3*	i	-0.4
O=S1(=O)N=C(N/N=C/c2ccccn2)c2ccccc21	i	i	0.0
COc1ccc2[nH]c(=O)c(CN(C3CCCCC3)C(c3nnnn3Cc3ccco3)C(C)C)cc2c1 (stereo not drawn)	i	i	1.1

Structures listed so far that have an aryl thioether with sulfur outside any ring, in the order listed:
SMILES	CHT inh	CHT PAM	STK33 kinase inh
CCCNC(=O)NC(=O)CSc1ncc(C(F)(F)F)cc1Cl	i	i	-2.5
CCN(CC)S(=O)(=O)c1ccc(C)c(NC(=O)CSc2nc3ccccc3[nH]2)c1	i	i	-1.4
C=CCNc1nc(SCC=C)nc2ccsc12	-8.4*	i	-0.4
Cc1cc(C)nc(SCC(N)=O)n1	i	i	0.0
COc1ccc(Cl)cc1CSc1n[nH]c(C)n1	i	i	-0.9
CCN(CC)C(=O)CSc1nc(O)cc(=O)n1-c1ccccc1OC	i	i	1.6
CCCn1c(=O)c2ccccc2n2c(SCC(=O)/C(C#N)=C(\C)N)nnc12	i	i	-1.2
CC(C)(C)NC(=O)CN(C(=O)CSc1nnc(COc2ccccc2)o1)c1cccc(F)c1	i	i	-1.0
CCOc1ccc(Oc2cc(C)nc(SC)n2)nn1	i	i	-1.5
COC(=O)c1ccc(CSc2nnc3sc4ccccc4n23)o1	i	i	-1.6
COc1ccc2nc(NC(=O)CSc3nc(C)cc(C)n3)sc2c1	i	i	-0.4
CCS(=O)(=O)c1ccc2oc(SCC(=O)c3ccco3)nc2c1	i	i	-0.3
Cc1occc1-c1nnc(SCC(=O)c2ccc(F)cc2)o1	i	i	-0.1
